GLP1R ag: activates the human GLP-1 receptor; P43220; HEK293 GLP-1R CRE-luciferase, luminescence, 4-6 h; cells express a hypersensitive GLP-1R form; Potency, µM (series often up to 45.6 µM), for the others: at the top dose activation, hits mostly activators; hit rate 0.007% among 380,000; further: % of control where 0% means no effect
Target sequence (P43220 whole entry, looked up): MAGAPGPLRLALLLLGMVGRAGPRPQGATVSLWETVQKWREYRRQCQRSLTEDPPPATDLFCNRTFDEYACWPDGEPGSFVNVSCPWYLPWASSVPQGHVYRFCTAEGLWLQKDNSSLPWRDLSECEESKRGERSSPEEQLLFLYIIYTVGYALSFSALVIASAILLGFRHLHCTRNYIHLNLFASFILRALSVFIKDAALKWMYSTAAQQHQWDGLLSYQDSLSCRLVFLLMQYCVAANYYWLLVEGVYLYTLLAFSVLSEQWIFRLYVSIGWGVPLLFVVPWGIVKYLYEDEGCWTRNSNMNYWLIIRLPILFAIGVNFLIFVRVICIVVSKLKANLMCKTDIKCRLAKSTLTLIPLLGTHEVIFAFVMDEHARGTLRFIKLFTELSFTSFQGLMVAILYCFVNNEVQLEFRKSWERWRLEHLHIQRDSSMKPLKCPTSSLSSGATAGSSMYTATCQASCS
KB-V1 cytotox: kills drug-selected multidrug resistant KB-V1 cells; KB-V1 MDR cells viability, CellTiter-Glo, 72 h; Potency, µM (top dose mostly 46.1 µM), for the others: at the top dose activity change, negative = cytotoxicity, hits mostly cytotoxic; hit rate 3.4% among 400,000; AID 1347076; further: on the % scale 0 is the no-effect control and ±100 the full control effect; nearly all actives have a fitted effect of over 60% in size
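Cytotoxicity toward P-gp-expressing KB-V1 cells was determined as loss of CellTiter-Glo luminescence after 72 h at 37 degrees C. Compounds were tested in quantitative HTS format across a concentration range, with curves fitted to normalized data.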
HT1080 IDH1KD tx: HT-1080 IDH1 knockdown cell toxicity (counter line) | HT-1080 IDH1 knockdown viability, ATP luminescence, 48 h | Potency, µM (doses to about 46.1 µM), for inactives: at the top dose activity, negative = toxicity, hits mostly cytotoxic | hit rate 2% among 360,000 | AID 686971;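 further: 0% = DMSO wells and -100% = cell-free medium wells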
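Viability of IDH1-knockdown HT-1080 fibrosarcoma cells was assessed by CellTiter-Glo after 48 h at 37 °C with titrated compound; concentration-effect curves were classified by fit quality and response size.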
GLP-1R inv ag: inverse agonists of human GLP-1 receptor; P43220; HEK293 GLP-1R CRE-luciferase, luminescence, 24 h; GLP-1R form is constitutively active; Potency, µM (highest dose often 38.3 µM), for the others: at the top dose activity change, negative = inhibition, hits mostly inhibitors; hit rate 1.6% among 410,000; further: on the % scale 0 is the no-effect control and ±100 the full control effect; nearly all actives have a fitted effect of over 55% in size
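Stable HEK293 clone (constitutively active GLP-1R + cAMP-response luciferase); 200 cells/uL plated, 12 h pre-culture, compound 24 hr, 37 deg C/5% CO2; detection reagent 12 min RT; luminescence.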
GLP1R cytotox: cytotoxic in the GLP-1 receptor inverse agonist counter-screen. HEK293 cAMP-luciferase reporter cells, luminescence, 24 h. Potency, µM (doses to about 38.3 µM), without a hit: at the highest dose activity change, negative = inhibition, actives largely listed as inhibitors. hit rate 0.13% among 410,000;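 further: loss of luciferase light is scored as toxicity; on the % scale 0 is the no-effect control and ±100 the full control effect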
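Step one: seed cells (200 cells/uL, DMEM with 10% Nu serum, 1% pen-strep). Step two: 12-hour incubation at 37 deg C. Step three: pin 23 nL compound, incubate 24 hr. Step four: add luciferase reagent, read luminescence 12 min later.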
TDP-43 yeast inh: inhibitors of TDP-43 toxicity in yeast | TDP-43 expressing yeast growth rescue, BacTiter-Glo, 24 h | Potency, µM (top dose mostly 46.1 µM), inactives show at the top dose growth rescue (activation), usual class: activators | hit rate 1.8% among 410,000 | AID 652104; further: % of control where 0% means no effect; nearly all actives have a fitted effect of over 50% in size
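Galactose-induced TDP-43 yeast, OD600=0.02, compound pinned; 24 hr, 30 deg C; BacTiter-Glo luminescence for growth. Inhibitors of TDP-43 toxicity read as activators.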
SW480 rerep: induces DNA re-replication in SW480 colon adenocarcinoma cells; SW480 DNA re-replication, Hoechst DNA content imaging, 48 h; Potency, µM (top dose mostly 46.1 µM), without a hit: at the top dose re-replication activation, actives largely listed as activators; hit rate 1.8% among 340,000; further: % of control where 0% means no effect; nearly all actives have a fitted effect of over 55% in size
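Per well, 250 cells were exposed to pinned compound for 48 hr. Nuclear DNA was visualised with Hoechst (40 min, 37 C) and total object intensity recorded by fluorescence scanning.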
HT1080NT lethal: kills 2HG-producing HT-1080-NT fibrosarcoma cells | Potency, µM (doses to about 46.1 µM), for the others: at the highest dose activity, negative = less viability, hits mostly cytotoxic | hit rate 1.6% among 360,000 | HT-1080-NT fibrosarcoma viability, CellTiter-Glo ATP luminescence, 48 h;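 further: NT is the 2HG producing partner of a matched IDH1 knockdown line; 0% = DMSO-treated cells and -100% = media-only wells without cells; nearly all actives have a fitted effect of over 55% in size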
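HT-1080-NT fibrosarcoma cells (2HG-overproducing), 750 cells/well in RPMI with 5% FBS, dosed after 2 h and incubated 48 h at 37C. CellTiter-Glo luminescence normalized to DMSO and no-cell wells; concentration-response curves fitted and classed.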
KB-3-1 cytotox: kills parental KB-3-1 adenocarcinoma cells. Potency, µM (highest dose often 46.1 µM), for inactives: top-dose activity change, negative = cytotoxic, actives largely listed as cytotoxic. KB-3-1 viability, CellTiter-Glo ATP luminescence, 72 h. hit rate 1.4% among 400,000; further: on the % scale 0 is the no-effect control and ±100 the full control effect; nearly all actives have a fitted effect of over 60% in size
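Cells are dispensed, compounds pinned in, plates held at 37 °C for 72 h, then CellTiter-Glo is added and luminescence read after 10 minutes. Cell line: parental KB-3-1 in phenol-red-free DMEM, 10% FBS.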
Numbers without * were called inactive; ? = inconclusive; nt = no result given; [ ] = dose if it differs, or a comment. The call rests on the fitted dose curve; in most records, active means well fitted curve in the direction sought with a large enough effect; inconclusive means small, poorly fitted or top-dose-only effect, or another doubt; inactive means no such curve, though single readings can be large; an effect the other way counts as inactive or inconclusive. Potency means the concentration at half of the fitted maximal effect. Rows are unselected, and some 9.4% of all compounds hit somewhere here.

structure,GLP1R ag,KB-V1 cytotox,HT1080 IDH1KD tx,GLP-1R inv ag,GLP1R cytotox,TDP-43 yeast inh,SW480 rerep,HT1080NT lethal,KB-3-1 cytotox
Cc1noc(C)c1COc1ccc(C(=O)OCC(=O)Nc2ccc(S(N)(=O)=O)cc2)cc1,-5%,1%,-1%,13%,-12%,10%,-6%,14%,5%
CSc1ccccc1OCc1cc(C(=O)N2CCN(C3CCCC3)C(=O)C2)no1,0%,15µM*,-9%,?,3%,26%,-3%,-4%,1%
Cc1ccc(C2(c3ccccc3)NC(=O)N(CC(=O)N3CC(=O)Nc4ccccc43)C2=O)cc1C (centres undefined),2%,-20%,-22%,?,-6%,-5%,-17%,0%[9.24 µM],-12%
CCC(Cc1ccccc1)NC(=O)CN1C(=O)CSc2ncccc21 (centres undefined),10%,3%,-12%,10%,-1%,20%,-4%,0%,-16%
O=C(O)CNC(=O)/C=C/c1c(Cl)cccc1Cl,-7%,9%,0%,1%,-1%,0%,-42%[inhibitor],2%,1%
COc1cc(/C=C/C(=O)O)cc(S(=O)(=O)NCCCO)c1OC,-9%,?,-5%,0%,11%,4%,-5%,-4%,-1%
CN1c2ccsc2/C(=N/NC(=O)c2c(F)cccc2F)CS1(=O)=O,-7%,0%,3%,5%,-8%,4%,-1%,-1%,10%
O=C(O)CC1(CC(=O)Nc2ccc(Cl)cc2C(=O)c2ccccc2)CCCC1,-1%,-12%,-17%,-8%,-2%,2%,-4%,-7%,0%
COC(=O)c1cc(S(=O)(=O)N2CCN(c3ccccc3F)CC2)c[nH]1,3%,5%,-22%,-21%,8%,10%,-7%,-1%,-19%
CCCC(=O)Nc1cc(C(=O)NCc2ccc(OC)cc2)ccc1S(=O)(=O)c1ccc(Cl)cc1,nt,-1%,nt,?,-11%,30%,nt,nt,9%
O=C(NCc1ccccn1)c1ccc(OC2CCN(Cc3ccccc3)CC2)cc1,0%,?,7%,?,4%,22%,-4%,1%,1%
CCOc1ccc(CCNC(=O)c2sc3nc4n(c(=O)c3c2C)CCC4)cc1,-5%,0%,0%,4%,2%,10%,2%,-3%,23%
COc1ccc(CN2C(=O)/C(=C/c3ccncc3)SC2=S)cc1,-13%,0%,?,?,?,2%,?,?,0%
COc1ccccc1NC(=O)CSc1nnc(NC(=O)C2CCC2)s1,13%,?,-10%,-20%,15%,?,-6%,-2%,-2%
CCOC(=O)c1ccc(N2C(=O)c3n[nH]c(-c4ccco4)c3C2c2ccc(OC)cc2OC)cc1 (centres undefined),-3%,?,nt,?,-30%,16%,nt,nt,?
Cc1ccc(S(=O)(=O)N2CCN(CC(=O)N/N=C/c3ccco3)CC2)cc1,-1%,-29%,10%,-3%,18%,2%,nt,11%,28%
COc1cccc(OCCn2ccnc2)c1,-11%,-9%,-18%,-3%,5%,-6%,4%,0%,-5%
CCOc1ccccc1NC(=O)c1cc2cc(C)ccc2n1C,nt,8.2µM*,nt,?,1%,1%[9.22 µM],nt,nt,?
CCCc1cc(-c2n[nH]c(=S)n2CC)cs1,11%,?,-3%,13%,?,35µM*,-2%,7%,?
CN(C)S(=O)(=O)c1ccc(Cl)c(NC(=O)COC(=O)c2cc(-c3ccccc3)nc3ccccc23)c1,6%,?,-3%,-19%,2%,3%,-14%,-4%,0%
COc1ccc2c(C)cc(N3CCN(Cc4ccccc4)CC3)nc2c1,12%,-1%,0%,-18%,37%[activator],4%,-3%,-4%,-2%
CCN1CCCC1CNC(=O)c1ccc2c(c1)NC(=O)/C(=C\c1ccccc1Cl)S2 (centres undefined),6%,-1%,-29%,?,?,0%,nt,-18%,-1%
Cc1cc2cc3c(cc2nc1SCC(=O)N1CCCC1)OCCO3,13%,?,-2%,-9%,-7%,18µM*,-2%,-20%,-1%
O=C1CCCc2nc(N3CCN(Cc4ccccc4)CC3)ncc21,0%,21µM*,0%,0%,5%,-8%,-2%,-17%,-28%
O=C(O)CCC(=O)N1CCc2cc(S(=O)(=O)NCc3ccc(Cl)cc3)ccc21,-4%,?,-4%,32%[activator],3%,-22%,-5%,-1%,-3%
COc1ccc(-c2csc(NC(=O)CSc3nnnn3C)n2)cc1OC,10%,-22%,4%,64%[activator],-9%,23%,-1%,12%,12%
CCOC(=O)c1c(C)oc2nc(C)nc(NCCCN3CCN(c4ccccc4)CC3)c12,nt,-2%,nt,-8%,4%,-11%,nt,nt,-1%
O=C(c1cccc(S(=O)(=O)Nc2ccc(F)cc2)c1)N1CCC1,1%,-1%,0%,-14%,15%,4%,-9%,1%,-3%
CC(C)(C)NC(=O)C(c1ccccc1)n1c(-c2ccc(-c3ccccc3)cc2)nc2ccccc21 (centres undefined),nt,?,-8%,-19%,3%,13%,nt,-5%,-20%
CCc1nc(SCc2nnc(-c3ccc(C)cc3)o2)c2c(C)c(C)sc2n1,-5%,5%,20%,13%,-11%,8%,-15%,20%,15%
CC(C)(C)c1ccc(/C=N/NC(=S)NCc2ccccc2)cc1,6%,0%,9%,?,?,7%,1%,-1%,0%
Cc1cc(C)c2cc(CN(Cc3ccco3)C(=S)NCC3CCCO3)c(=O)[nH]c2c1 (centres undefined),-2%,-15%,-10%,?,-6%,26%,-10%,-8%,-16%
COc1cc(/C=C2\CCCc3c2nc2ccccc2c3C(=O)O)cc(Cl)c1O,2%,-5%,-14%,41%[activator],-3%,-18%,-3%,-17%,-2%
Cc1ccc(CN(Cc2cccnc2)C(=S)Nc2cc(Cl)ccc2C)cc1,9%,?,-30%,10µM*,?,27%[9.22 µM],-8%,-27%,?
Cc1cc(NC(=O)Nc2cccc(C(F)(F)F)c2)no1,-2%,0%,-13%,?,8%,?,7%,-1%,-2%
Nc1ccc(Sc2ccccc2)nc1,11%,17%,0%,13%,7%,15%,12%,5%,8%
O=[N+]([O-])c1cccc(Cl)c1N1CCOCC1,14%,-31%,15%,15%,-21%,26%,-9%,8%,-7%
COc1cccc(C(NC(C)=O)c2nc(-c3cccc4cccnc34)cs2)c1 (centres undefined),6%,0%,1%,12%,5%,18%,nt,14%,-2%
COC(=O)c1ccccc1COc1cccn2c(N(C)Cc3cccs3)c(C)nc12,4%,18µM*,?,?,-21%,?,nt,?,?
COc1cc(Br)cc(/C=C/c2ccc3cccc(O)c3n2)c1OC,-1%,-12%,0%,38%,4%,1%,-8%,4%,-1%
COC(=O)c1cc2ccccc2c(-c2c(OC)c(C(=O)OC)cc3ccccc23)c1OC,-14%,?,-27%,?,9%,?,?,-10%,?
CN(C)CCCNc1nc(N)c([N+](=O)[O-])c(NCc2ccccc2)n1,1%,1%,0%,?,-2%,2%,10%,-17%,-1%
O=C(COC(=O)CNS(=O)(=O)c1ccc(F)c(F)c1F)NCCc1ccccc1,-12%,0%,5%,4%,4%,-11%,?,1%,-8%
Cc1ccc(-c2csc(NC(=O)CSc3nc4ccccc4[nH]3)n2)cc1,1%,0%,-21%,15%,-5%,2%,-5%,0%,-14%
Cc1ccc(-n2nc3c(c2NC(=O)C2CCCC2)CS(=O)(=O)C3)cc1,-2%,-17%,9%,33%[activator],-3%,-22%,-1%,-2%,-5%
COc1cc(-c2nnc(COC(=O)c3ccc([N+](=O)[O-])o3)o2)cc(OC)c1OC,13%,15%,-11%,1%,5%,-58%[inhibitor],nt,-4%,10%
COc1ccccc1N(CC(=O)N1CCN(Cc2ccccc2)CC1)S(=O)(=O)c1ccccc1,14%,-18%,0%,-1%,-28%,10%,nt,6%,-20%
COC(=O)CCC(=O)c1oc2ccc(Cl)cc2c1NC(=O)CCCN1C(=O)c2ccccc2C1=O,-1%,-16%,1%,-14%,-1%,-8%,-7%,-3%,-2%
CCOc1ccc(NC(=O)c2c(NCc3cccs3)sc3c2CCC(C)C3)cc1 (centres undefined),nt,-13%,nt,?,-2%,18%,nt,nt,-12%
Clc1ccc(-c2nc3ccc(Cl)cn3c2Cc2ccsc2)cc1,-6%,-28%,?,?,-13%,?,nt,-29%,-4%
Cc1ccc(-c2noc(-c3ccc(NCc4ccco4)c([N+](=O)[O-])c3)n2)cc1,nt,3%,nt,9%,8%,-17%,nt,nt,-3%
CCOC(=O)C(NC(=O)c1ccc(OC)cc1)(N1CCCC1=O)C(F)(F)F (centres undefined),-1%,-14%,19%,15%,-11%,2%,?,24%,0%
Cc1cc2c(=O)[nH]c(N)nc2[nH]1,13%,0%,-3%,-12%,0%,20%,nt,3%,0%
Cc1csc2ncc(C(=O)NCCc3ccccc3)c(=O)n12,3%,0%,-2%,28%,1%,?,nt,1%,-1%
O=c1[nH]c(=O)n(Cc2ccco2)c2c1C(C(F)(F)F)(C(F)(F)F)N=C(CCc1ccccc1)N2,-16%,-22%,10µM*,0%,-21%,-19%,24%,?,0%
CCNC(=O)C1(C)CCCN(C(=O)COCc2ccccc2)C1 (centres undefined),-4%,3%,5%,20%,1%,0%,nt,14%,0%
CCN(CC)CCn1c(SCC(=O)NCc2ccco2)nc2c(sc3ccccc32)c1=O,1%,-8%,10%,-26%,0%,-9%,1%,2%,-9%
O=C1CN(C(=O)c2ccc(S(=O)(=O)N3CCCC3)cc2)C(c2ccc(F)cc2)c2cc(F)ccc2N1 (centres undefined),nt,?,nt,-6%,4%,26%,nt,nt,-16%
